NFkB transloc pot = enhances IL-1B driven NFkB nuclear translocation; 0.3% of 94,000 active; AID 819; HUVEC IL-1B NFkB p65 nuclear translocation imaging; activation, % at 2 µM;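 active = activation above 40%, about the mean plus 3 SD, also judged a hit on visual image review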;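 note: percent activation is computed from the nuclear over cytoplasmic p65 intensity ratio; values of inactives mirror those of a sister screen read the other way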
MRP resist rev = reverses drug resistance mediated by MRP; H69AR cells + 2 uM doxorubicin, CellTiter-Glo, 72 h; differential viability (reversal), % at 10 µM; 0.04% of 85,000 active; AID 602;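 active = viability drop by adding the cancer drug above about 55%, with treated viability meeting a 40% cutoff, limit read from the data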;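 note: viability without doxorubicin minus viability with 2 µM doxorubicin for each compound; larger differential means the compound sensitizes cells more to doxorubicin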
PLAP inhibition = PLAP enzyme inhibitors, biochemical, luminescence, HTS (AID 690); purified PLAP, luminescent substrate; higher % means a stronger effect; inhibition, % at 20 µM; hits with a dose series show IC50 in µM; 0.08% of 96,000 active; in the data active = a potency from the dose series; inactive = the rest, 99 in 100 with inhibition below about 30%; note: strong numbers were not always called active
IL1B NFkB inh = blocks IL-1B driven NFkB nuclear translocation in HUVEC cells; HUVEC IL-1B NFkB p65 nuclear translocation imaging; inhibition, % at 2 µM; 0.43% of 94,000 active; AID 796;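 active = inhibition above about 30% together with a positive call from visual inspection of the well image, limit read from the data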;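 note: nuclear over cytoplasmic p65 intensity ratio measured by imaging; 0% = IL-1B stimulated DMSO wells and 100% = unstimulated DMSO wells; values of inactives mirror those of a sister screen read the other way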
Bcl-B displacement = displacers of TR3 peptide from Bcl-B, primary screen, selectivity assay for Bfl-1 inhibitor project, biochemical, fluorescence polarization; one-dose displacement, % at 20 µM; IC50 in µM for titrated hits; FP displacement of FITC-TR3 peptide from Bcl-B; higher % means a stronger effect; AID 748; 0.11% of 96,000 active;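 active = displacement above 50% at 20 µM plus a fluorescence interference ratio under 1.5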;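 note: plate controls were wells without compound for no effect and wells lacking Bcl-B protein for full effect; a part of the inactive calls stands beside numbers as strong as those of hits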
MRP resist rev cytotoxicity = also measured in MRP resist rev; calls as there; viability, %; H69AR cells, CellTiter-Glo, 72 h; measured here: cytotoxicity without doxorubicin
MRP resist rev with doxorubicin = further read-out of MRP resist rev, marked with its call; viability, %; measured here: viability with 2 uM doxorubicin; stronger effect = lower value
IL1B NFkB inh cell count 2 µM = second read-out of IL1B NFkB inh, no call of its own (marks repeat the call); cell count; measured here: cells passing quality filter;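 raw number of nuclei counted in each imaged well without normalization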
NFkB transloc pot cell count 2 µM = second read-out of NFkB transloc pot, no call of its own (marks repeat the call); cell count; measured here: cells passing quality filter
* = called active by the depositor; nt = no result given.

SMILES | NFkB transloc pot | NFkB transloc pot cell count 2 µM | MRP resist rev | MRP resist rev cytotoxicity | MRP resist rev with doxorubicin | PLAP inhibition | IL1B NFkB inh | IL1B NFkB inh cell count 2 µM | Bcl-B displacement
Cc1ccc(-c2cc(NC(=O)CSc3n[nH]c(N)n3)n(-c3ccccc3)n2)cc1 | 14 | 174 | 1 | 82 | 81 | -131% | -14 | 174 | -4%
CN1C(=O)S/C(=C/c2cccnc2)C1=O | -3 | 142 | nt | nt | nt | -39% | 3 | 142 | -1%
CC(=O)c1c(C)nc(C)nc1NC(=O)Cc1ccccc1 | 16 | 165 | 6 | 90 | 84 | nt | -16 | 165 | nt
O=C1c2oc3ccc(Cl)cc3c(=O)c2C(c2ccccn2)N1CCCN1CCOCC1 (stereo unspecified) | nt | nt | 7 | 93 | 86 | -42% | nt | nt | -5%
CCNC(=O)C1CN(S(=O)(=O)c2ccccc2)CCN1S(=O)(=O)c1ccccc1 (stereo unspecified) | nt | nt | 5 | 96 | 91 | 11% | nt | nt | 11%
CCn1c(SCc2ccc(C#N)cc2)nnc1-c1ccc(S(=O)(=O)N2CCCCC2)cc1 | 0 | 179 | 1 | 34 | 33 | -41% | 0 | 179 | -3%
O=C1CCCN1CCNC(=S)Nc1ccccc1 | -17 | 88 | -3 | 101 | 104 | 11% | 17 | 88 | 3%
Cc1cc(N2CCOCC2)ccc1/C=C1\NC(=O)N(CC(=O)Nc2ccccc2C)C1=O | -11 | 167 | nt | nt | nt | 18% | 11 | 167 | -2%
Cn1c(=O)c2c(ncn2CC(=O)Nc2ccccc2)n(C)c1=O | 4 | 58 | 6 | 102 | 96 | 8% | -4 | 58 | -5%
Clc1ccc(OCCn2ccnc2)c(Br)c1 | -5 | 176 | 8 | 100 | 93 | 8% | 5 | 176 | -5%
O=C1c2ccccc2C(=O)N1Cc1cc(-c2ccccc2)no1 | 10 | 149 | nt | nt | nt | -11% | -10 | 149 | -2%
COc1cccc(NC(=O)C2CCCN2C(=O)OCc2ccccc2)c1 (stereo unspecified) | nt | nt | 10 | 93 | 82 | 25% | nt | nt | -9%
COc1nc(-c2ccc(C)cc2)ccc1-c1noc(-c2ccco2)n1 | 40 | 136 | 6 | 87 | 80 | 9% | -40 | 136 | -40%
CCOC(=O)c1[nH]nc(C(=O)c2ccc(Br)cc2)c1O | -4 | 67 | nt | nt | nt | 5% | 4 | 67 | 2%
Cc1ccc(NC(=S)NNC(=O)Cn2nc([N+](=O)[O-])cc2C)cc1 | -5 | 134 | nt | nt | nt | -96% | 5 | 134 | -18%
Cc1ccc(-c2cc(C(=O)n3cnc4ccccc43)c3ccccc3n2)cc1C | -6 | 94 | nt | nt | nt | -7% | 6 | 94 | -2%
CC(=O)N(Cc1ccco1)C1(C(=O)NC2CCCC2)CCCCC1 | -18 | 162 | nt | nt | nt | -13% | 18 | 162 | -6%
CC(C)(CO)N=Cc1c(O)[nH]c2ccccc12 | 11 | 160 | -9 | 93 | 102 | -8% | -12 | 160 | 4%
CCSC1=C(C#N)C(c2ccc(Cl)cc2)C2=C(CCCC2=O)N1 (stereo unspecified) | 0 | 77 | -9 | 64 | 73 | 18% | 0 | 77 | 4%
CCn1c(COc2cccc(OC)c2)nnc1SCC(=O)Nc1cc(OC)ccc1OC | nt | nt | 7 | 101 | 94 | -72% | nt | nt | 0%
Cc1cccc(C(C)(C)C)c1OCCn1ccnc1 | -1 | 98 | 12 | 94 | 82 | 18% | 1 | 98 | -4%
Cc1ccc(C2C(C(=O)c3sc(C)nc3C)=C(O)C(=O)N2CCN2CCOCC2)o1 (stereo unspecified) | -1 | 169 | 2 | 85 | 82 | -37% | 1 | 169 | -13%
CCOc1ccc(-c2nnc(NC3=NCCCCC3)o2)cc1 | -4 | 176 | -8 | 90 | 97 | 13% | 4 | 176 | 6%
CCOC(=O)Nc1ccc(=O)n(Cc2c(Cl)cccc2Cl)c1 | 4 | 136 | nt | nt | nt | 11% | -4 | 136 | -20%
CC1Oc2ccccc2N(CC(=O)Nc2ccc3c(c2)OCO3)C1=O (stereo unspecified) | 13 | 157 | -18 | 80 | 98 | -4% | -13 | 157 | 7%
CCOC(=O)CSCc1c(C#N)c2ccccc2n1C | 14 | 212 | 4 | 103 | 99 | -13% | -14 | 212 | 2%
Nn1c(SCC(=O)N2CCCCCC2)nnc1-c1ccncc1 | -10 | 110 | 8 | 92 | 84 | -14% | 10 | 110 | -3%
COc1ccc(S(=O)(=O)N2CCc3ccccc3C2)cc1OC | 23 | 71 | 18 | 91 | 73 | 6% | -23 | 71 | 3%
O=C1c2ccsc2SCCN1Cc1ccc(Cl)cc1 | 11 | 170 | 16 | 94 | 79 | 32% | -11 | 170 | 3%
Cc1c(C#N)sc2nc(-c3ccccc3)nc(N3CCCC3)c12 | -1 | 197 | 2 | 77 | 74 | -14% | 1 | 197 | 2%
COCc1cc(C)nc(OCC(=O)N/N=C/c2cc(C)n(-c3c(C)cccc3C)c2C)c1C#N | 0 | 153 | nt | nt | nt | -89% | 0 | 153 | -4%
CCCOc1ccc(N2C(=O)CC(SC(=NCC)Nc3cccc(F)c3)C2=O)cc1 (stereo unspecified) | 7 | 138 | 5 | 58 | 53 | nt | -7 | 138 | nt
CCOc1ccc(N(CC(=O)Nc2ccccc2)S(C)(=O)=O)cc1 | nt | nt | 9 | 87 | 78 | 17% | nt | nt | 3%
CCN(CC)C(=O)C(=O)c1cccn1-c1ccccc1C#N | 6 | 50 | 2 | 104 | 103 | 10% | -6 | 50 | -7%
CCOC(=O)c1ccc(NC(=O)CCc2nc(-c3cccc(C)c3)no2)cc1 | -99 | 21 | 12 | 103 | 91 | 16% | 99* | 21* | -12%
COc1ccc(-c2cn3c(C)c(C(=O)Nc4cccc(NC(C)=O)c4)sc3n2)cc1 | 13 | 150 | 10 | 26 | 16 | 4% | -13 | 150 | -4%
COc1cc(OC)cc(-c2nnc(SCC(=O)Nc3cc(C)on3)o2)c1 | 12 | 110 | 64* | 66* | 1.6* | nt | -12 | 110 | nt
CCOc1ccc(CC(C(N)=O)C(N)=O)cc1CN(C)C | 0 | 99 | -9 | 92 | 101 | -9% | 0 | 99 | -12%
CN1CCN(c2ccccc2NC(=O)c2ccc(OCc3ccccc3)cc2)CC1 | -3 | 150 | nt | nt | nt | -63% | 2 | 150 | 0%
CC(=O)c1ccc(-n2nnnc2SCC(=O)N2CCc3ccccc3C2)cc1 | -9 | 111 | 11 | 74 | 63 | nt | 9 | 111 | nt
Cc1cccc(NC(=O)C2(C)CC3c4ccccc4C2c2ccccc23)c1 (stereo unspecified) | 1 | 110 | nt | nt | nt | 28% | -1 | 110 | -1%
CC(C)n1c(SCC(=O)c2ccc3c(c2)OCCO3)nc2c1c(=O)n(C)c(=O)n2C | nt | nt | -2 | 73 | 74 | 2% | nt | nt | -7%
COc1ccccc1NC(=O)c1ccc(S(=O)(=O)N2CCOCC2)cc1 | -12 | 64 | 12 | 90 | 78 | -48% | 12 | 64 | -1%
O=C(Nc1ccc(Br)cc1)c1ccccc1CC[N+](=O)[O-] | 2 | 132 | nt | nt | nt | 5% | -2 | 132 | 1%
COc1ccc(S(=O)(=O)NCCSC(C)(C)C)cc1 | -4 | 106 | 5 | 106 | 101 | 12% | 4 | 106 | -6%
CCCOc1ccc(C(CC(=O)O)NS(=O)(=O)c2ccc(NC(C)=O)cc2)cc1 (stereo unspecified) | -11 | 96 | 0 | 93 | 92 | -7% | 11 | 96 | 2%
O=C(/C=C/c1ccccc1)NCCSc1ccc(Cl)cc1 | 6 | 183 | nt | nt | nt | 22% | -6 | 183 | 0%
CCN(CC)C(=O)CN(c1cc2c(cc1OC)oc1ccccc12)S(=O)(=O)c1ccccc1 | -18 | 194 | nt | nt | nt | -4% | 18 | 194 | -6%
O=C(O)c1ccccc1CSc1ncn[nH]1 | 9 | 118 | -17 | 92 | 109 | -17% | -9 | 118 | -3%
CCCn1c(=N)n(CCOCCOCCn2c(=N)n(CCC)c3ccccc32)c2ccccc21 | 2 | 142 | -46 | 67 | 113 | nt | -2 | 142 | nt
CS(=O)(=O)c1nc(-c2ccc(Br)cc2)cc(-c2ccccc2)c1C#N | 77* | 77* | -1 | 1 | 2 | 14% | -77 | 77 | 1%
CN(C)CCNc1oc(COc2ccc(Cl)cc2Cl)nc1C#N | -5 | 151 | -2 | 99 | 101 | -99% | 5 | 151 | 45%
C=CCn1c(=O)c(C(=O)NCCc2ccccc2)c(O)c2ccccc21 | nt | nt | -27 | 40 | 68 | -5% | nt | nt | 6%
CCCN(c1ccc(C(C)C)cc1)S(=O)(=O)c1c(C)noc1C | 11 | 54 | 4 | 92 | 88 | 12% | -11 | 54 | -5%
CCC(=C(c1ccc(OC)cc1)c1ccc(OC)cc1)c1cn(CC(O)CN2CCN(C)CC2)c2ccccc12 (stereo unspecified) | 1 | 167 | 0 | 2 | 2 | -79% | -1 | 167 | 23%
CCOC(=O)c1nnn(-c2nonc2N)c1-c1ccccc1 | 42* | 181* | 7 | 90 | 83 | 4% | -42 | 181 | -4%
CCc1ccc(-c2cc(C(F)(F)F)n3nc(C(=O)Nc4cnn(Cc5ccccc5C)c4)cc3n2)s1 | -2 | 145 | nt | nt | nt | -15% | 2 | 145 | -1%
COc1ccc(OC)c(NS(=O)(=O)c2ccc3c(c2)CCC(=O)N3)c1 | -12 | 65 | 4 | 84 | 81 | 1% | 12 | 65 | -4%
COc1ccc(-n2c(Cc3cccn3C)nnc2SCC(=O)N2CCC(C)CC2)cc1 | nt | nt | 3 | 87 | 85 | -45% | nt | nt | -2%
O=C(O)COc1ccc2c(c1)OCCO2 | 5 | 206 | -5 | 102 | 106 | -18% | -5 | 206 | -1%

Quoted at random: 3 compounds from above.
SMILES | NFkB transloc pot | NFkB transloc pot cell count 2 µM | MRP resist rev | MRP resist rev cytotoxicity | MRP resist rev with doxorubicin | PLAP inhibition | IL1B NFkB inh | IL1B NFkB inh cell count 2 µM | Bcl-B displacement
CCCN(c1ccc(C(C)C)cc1)S(=O)(=O)c1c(C)noc1C | 11 | 54 | 4 | 92 | 88 | 12% | -11 | 54 | -5%
C=CCn1c(=O)c(C(=O)NCCc2ccccc2)c(O)c2ccccc21 | nt | nt | -27 | 40 | 68 | -5% | nt | nt | 6%
COc1ccc(OC)c(NS(=O)(=O)c2ccc3c(c2)CCC(=O)N3)c1 | -12 | 65 | 4 | 84 | 81 | 1% | 12 | 65 | -4%

(more compounds)
SMILES | NFkB transloc pot | NFkB transloc pot cell count 2 µM | MRP resist rev | MRP resist rev cytotoxicity | MRP resist rev with doxorubicin | PLAP inhibition | IL1B NFkB inh | IL1B NFkB inh cell count 2 µM | Bcl-B displacement
Cc1ccc(SC(CC(=O)c2ccc(C)cc2)C(=O)O)cc1 (stereo unspecified) | 10 | 147 | nt | nt | nt | -15% | -10 | 147 | -5%
CCN(CCCNC(=O)C1CCN(S(=O)(=O)c2cnc[nH]2)CC1)c1ccccc1 | 3 | 143 | nt | nt | nt | -72% | -3 | 143 | -2%
CCOC(=O)c1ccc(NC2c3ncccc3C(=O)N2Cc2ccc(F)cc2)cc1 (stereo unspecified) | 16 | 93 | -4 | 90 | 93 | -10% | -14 | 93 | 10%
CCC(C)NC(=O)C(NS(=O)(=O)c1ccc2c(c1)c(=O)n(C)c(=O)n2C)c1ccccc1 (stereo unspecified) | 20 | 70 | -15 | 75 | 90 | 4% | -20 | 70 | 3%
CCOc1ccc(OCC)c(NC(=O)C2C3C=CC(O3)C2C(=O)NCc2ccco2)c1 (stereo unspecified) | nt | nt | -8 | 104 | 111 | -35% | nt | nt | -14%
Cc1c(Cl)cccc1N1CC(C(=O)Nc2nccs2)CC1=O (stereo unspecified) | 4 | 130 | 0 | 90 | 90 | -32% | -4 | 130 | 1%
COCCCNC(CC(=O)Nc1ccccc1C(=O)OC)C(=O)O (stereo unspecified) | 5 | 90 | -10 | 94 | 104 | nt | -5 | 90 | nt
CC(c1ccccc1)n1cc(C(=O)NCCN2CCOCC2)nn1 (stereo unspecified) | 53* | 102* | 10 | 96 | 86 | nt | -53 | 102 | nt
CCOC(=O)N1CCC(NC(=O)C2CCN(S(=O)(=O)c3c(C)noc3C)CC2)CC1 | 8 | 44 | 12 | 101 | 90 | -2% | -8 | 44 | 0%

Assay outcomes from PubChem.

An excerpt; rates above refer to the full screens.
